# High-throughput results deposited in PubChem BioAssay by Johns Hopkins Ion Channel Center.
# KCNQ2 inh – KCNQ2 channel blockers in CHO-K1 cells – cell-based, FluxOR thallium flux, B-score, primary screen (AID 2156) | actives 1.1% (n = 310,000) | 20 min; stronger effect = lower value | O88943 | B-score at 10 µM;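 active = fluorescence ratio B-score at most minus 3 library SDs, with starting brightness B-score within 2 library SDs, cut at about -5.5 in these data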
# CHT inh – inhibitors of human choline transporter CHT. Q9GZV3. CHT-expressing cells, membrane potential dye, choline response; stronger effect = lower value. B-score at 10 µM. actives 0.86% (n = 310,000);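 active = B-score over 3 SD under the library average, and starting fluorescence ratio not unusually high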;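 note: choline stimulus applied at its EC90 after an EC20 pre-addition; B-score computed on integrated fluorescence ratio after choline addition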
# Target sequence (Q9GZV3 whole entry, looked up): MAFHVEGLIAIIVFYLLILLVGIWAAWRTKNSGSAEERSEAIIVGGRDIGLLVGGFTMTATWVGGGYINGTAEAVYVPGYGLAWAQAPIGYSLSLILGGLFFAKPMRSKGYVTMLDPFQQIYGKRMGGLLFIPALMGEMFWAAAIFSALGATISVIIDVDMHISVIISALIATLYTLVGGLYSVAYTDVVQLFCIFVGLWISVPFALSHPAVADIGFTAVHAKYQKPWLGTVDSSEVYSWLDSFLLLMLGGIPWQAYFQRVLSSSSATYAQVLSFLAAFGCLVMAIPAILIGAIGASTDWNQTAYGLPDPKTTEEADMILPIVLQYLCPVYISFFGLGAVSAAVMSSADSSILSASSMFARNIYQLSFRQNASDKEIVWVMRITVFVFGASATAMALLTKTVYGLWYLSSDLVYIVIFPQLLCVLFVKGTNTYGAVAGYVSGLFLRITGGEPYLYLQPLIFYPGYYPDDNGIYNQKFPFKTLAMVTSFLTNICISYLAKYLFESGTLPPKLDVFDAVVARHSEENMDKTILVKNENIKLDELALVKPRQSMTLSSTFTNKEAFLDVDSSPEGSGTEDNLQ
# Active calls of the source: *; i = inactive; x = no result given.
KCNQ2 inh	CHT inh	canonical_smiles
i	i	Oc1cccnc1Sc1cccc(C(F)(F)F)c1
-5.7*	i	Cc1ccc(C)n1-c1ccc(C(=O)NN)s1
i	i	C=CCn1c(=NC(=O)CN2C(=O)CCC2=O)sc2cc(S(N)(=O)=O)ccc21
i	i	O=C(Cn1c2[n+](c3ccc(C(F)(F)F)cc31)CCCCC2)c1cccc([N+](=O)[O-])c1
i	i	Oc1ccc(CN2CCCCC2)nc1-c1ccccc1
i	i	CCCC(C(=O)NC1CCCC1)N(C(=O)c1snc(C(N)=O)c1N)c1ccc(OCC)cc1 (stereo not given)
i	i	CC1Oc2ccccc2N(CC(=O)NCCc2ccccc2)C1=O (stereo not given)
i	i	Clc1ccc(-c2cn3cc(Br)ccc3n2)cc1Cl
i	i	CCOc1cc(C2C(C#N)=C(N)OC(C)=C2C(C)=O)cc(Br)c1O (stereo not given)
i	i	CC(=O)Nc1ccc(NC(=O)CSc2nnnn2-c2ccc3c(c2)OCCO3)cc1
i	i	CC(C)NC(=O)CCn1c(=S)oc2ccccc21
i	i	O=C(CNC(=O)c1ccco1)Nc1ccc(Cl)cc1

# Three compounds drawn at random from the list so far:
KCNQ2 inh	CHT inh	canonical_smiles
i	i	O=C(Cn1c2[n+](c3ccc(C(F)(F)F)cc31)CCCCC2)c1cccc([N+](=O)[O-])c1
i	i	Oc1ccc(CN2CCCCC2)nc1-c1ccccc1
i	i	O=C(CNC(=O)c1ccco1)Nc1ccc(Cl)cc1

# Marked active in KCNQ2 inh, of those listed so far:
KCNQ2 inh	CHT inh	canonical_smiles
-5.7*	i	Cc1ccc(C)n1-c1ccc(C(=O)NN)s1

# Continuation.
KCNQ2 inh	CHT inh	canonical_smiles
i	i	CCOC(=O)c1[nH]c2ccc(F)cc2c1NC(=O)CN1CCN(C/C=C/c2ccccc2)CC1
i	i	C/C(=N\NC(=O)C(C)Nc1cccc(Cl)c1)c1ccc([N+](=O)[O-])cc1 (stereo not given)
i	i	Cc1ccc(SCC(=O)OCC(=O)NCC2CCCCC2)cc1C
i	i	COC(=O)c1ccc(NC(=O)C2CC(=O)N(c3cc(C)ccc3C)C2)cc1 (stereo not given)
i	i	Cc1c(C(=O)OCCOc2ccccc2)[nH]c2c1C(=O)CCC2
i	i	CC(C)CNC(=O)COC(=O)c1c2c(nc3ccccc13)/C(=C/c1cccs1)CC2
i	i	C(=N\N1CCN(Cc2ccccc2)CC1)/c1ccc(-c2ccccc2)cc1
i	i	CC(C)=CC(=O)OCC(=O)Nc1cc(C)ccc1C
i	i	COc1ccc(C2CC(c3c(-c4ccccc4)c4cc(Cl)ccc4[nH]c3=O)=NN2S(C)(=O)=O)cc1 (stereo not given)
i	i	CCn1c(SCC(=O)c2ccccc2)nnc1-c1ccoc1C
i	i	COc1ccc(/C=c2\sc3nc(=O)c(C)nn3c2=O)c(OC)c1
i	i	COc1ccc(OCC(=O)NNC(=O)C(=O)Nc2cc(OC)ccc2OC)cc1
i	x	CCCN1CCc2c(sc3nc(SCC)n(-c4ccccc4)c(=O)c23)C1
i	i	NNC(=O)c1ccc(COc2ccc3ccccc3c2)o1
i	i	NS(=O)(=O)c1ccc(CCNC(=O)C(=O)NCC2OCCN2S(=O)(=O)c2cc(F)ccc2F)cc1 (stereo not given)
i	i	Cc1ccc(C(=O)N/C(=C\c2ccc3c(c2)OCO3)C(=O)N2CCOCC2)cc1
i	i	CC(=O)c1ccc(NC(=O)C2(S(=O)(=O)c3ccccc3)CC2)cc1
i	i	CC1=NC(C(F)(F)F)(C(F)(F)F)C2=C(CC(C)(C)CC2=O)N1Cc1ccco1
i	i	COc1ccc(-n2c(CN3CCC(C)CC3)nc3ccc([N+](=O)[O-])cc3c2=O)c(OC)c1
i	i	Oc1ccccc1N1CCN(C(=S)Nc2ccc(SC(F)F)cc2)CC1
i	i	O=C(O)c1ccc(N/N=C/C=C/c2ccccc2[N+](=O)[O-])cc1
i	i	COc1ccc(C)cc1NC(=O)c1c([N+](=O)[O-])cnn1C
i	i	O=C(CCc1nc2ccccc2n1-c1ccccc1)NCCO
i	i	CNC(=O)COC(=O)/C=C/c1cccc(F)c1

# Single records, as listed above. Screens in order: KCNQ2 inh	CHT inh
# Oc1ccccc1N1CCN(C(=S)Nc2ccc(SC(F)F)cc2)CC1 across the screens: i	i
# Cc1ccc(C(=O)N/C(=C\c2ccc3c(c2)OCO3)C(=O)N2CCOCC2)cc1 across the screens: i	i
# COc1ccc(-n2c(CN3CCC(C)CC3)nc3ccc([N+](=O)[O-])cc3c2=O)c(OC)c1 across the screens: i	i
# O=C(CCc1nc2ccccc2n1-c1ccccc1)NCCO across the screens: i	i
# NS(=O)(=O)c1ccc(CCNC(=O)C(=O)NCC2OCCN2S(=O)(=O)c2cc(F)ccc2F)cc1 (stereo not given) across the screens: i	i

# Later entries:
KCNQ2 inh	CHT inh	canonical_smiles
i	i	O=C(NCc1ccncc1)c1cn(-c2ccccc2)nc1-c1cccnc1
i	i	CCOc1ccc(C(=O)N(CN2CCCC2=O)c2ccccc2)cc1
i	i	CC(=O)Nc1cc(NC(C)=O)cc(C(=O)OCC(=O)N2CC(C)OC(C)C2)c1 (stereo not given)
i	i	CCOC(=O)c1sc2nc(CN3CCCCC3)nc(Cl)c2c1C
i	i	CCc1ccc(NC(=O)C(=O)NCC2CCCN2S(=O)(=O)c2cccs2)cc1 (stereo not given)
i	i	Cc1cccc(NC(=O)c2ccc(-n3cncn3)c([N+](=O)[O-])c2)c1
i	i	CCCCCCn1c(N2CCC(C)CC2)nc2c1c(=O)[nH]c(=O)n2C
i	i	O=C(c1ccccc1)n1c(=O)c(F)cn(COCCBr)c1=O
i	i	O=C(CC1(O)C(=O)N(Cc2ccccc2)c2ccccc21)c1ccncc1 (stereo not given)
i	i	COc1cccc(OCC(=O)Nc2ccccc2NC(C)=O)c1
i	i	O=P(Cc1ccccc1O)(c1ccccc1)c1ccccc1
i	i	N#CCSc1nnc(COc2ccccc2)n1-c1ccccc1
i	i	CCCCCC(=O)N/N=C(\C)c1ccc(NC(=O)c2ccco2)cc1
i	i	Fc1ccc(-n2c(Cc3ccccc3)nnc2SCc2nc(-c3ccc(Cl)cc3)no2)cc1
i	i	CC(Sc1n[nH]c(N)n1)C(=O)NC1CCCCC1C (stereo not given)
i	i	COC(=O)CCCC(=O)N1CCCC(C(=O)c2ccc(-c3ccccc3)cc2)C1 (stereo not given)
i	i	COCCNC(=O)CN(C(=O)Cn1nnc2ccccc21)c1ccccc1
i	i	COc1ccc(S(=O)(=O)N2CCN(C(=O)CC(C)C)CC2)cc1
i	i	CN(CC(=O)Nc1ccccc1Cl)C(=O)COC(=O)c1ccc(=O)n(Cc2ccccc2)n1
i	i	C=CCNC(=O)CC(C)C(CCCCC)C(=O)O (stereo not given)
i	i	COc1cc(Br)cc2cc(C(=O)N3CCOCC3)c(=O)oc12
i	i	Cc1cccc(NC(=O)CCS(=O)(=O)c2ccccc2)n1
i	x	CCn1cc(Cl)c(C(=O)Nc2c(C)nn(Cc3c(F)c(F)c(F)c(F)c3F)c2C)n1
i	i	CC(C)(C)OC(=O)N1CCC(NC(=O)c2[nH]cnc2C(=O)N[C@@H](Cc2ccccc2)C(=O)OCc2ccccc2)CC1
i	i	Cc1cccn2c(=O)c3cc(C(=O)N(C)C)n(C)c3nc12
i	i	O=C(N/C(=C/c1cccc([N+](=O)[O-])c1)C(=O)N1CCCCCC1)c1ccco1
i	i	COc1cccc(/C=N\NC(=O)c2sc(N)nc2C)c1OC
i	i	CCOCCc1nnc(NC(=O)C(C)Oc2ccccc2)s1 (stereo not given)
x	i	FC(F)(F)c1ccccc1-n1ccnc1
i	i	CCN(CCCNC(=O)CCCn1c(=O)[nH]c2ccccc2c1=O)c1cccc(C)c1
i	i	CCC(=O)NC(=S)Nc1ccc(S(=O)(=O)N2CCN(C)CC2)cc1
i	i	CC1(c2ccccc2)CC(C)(C)N(C(=O)CSc2nnc(N)s2)c2ccccc21 (stereo not given)
i	i	Cc1ccc(NC(=S)N(CCN(C)C)Cc2cc3cc(C)ccc3[nH]c2=O)cc1
i	i	COc1ccc(C(=O)NCCn2cc(SCC(=O)Nc3nnc(C)s3)c3ccccc32)cc1
i	i	O=C(O)Cc1ccc(NC(=O)c2ccc3c(c2)C(=O)N(CC2CCCO2)C3=O)cc1 (stereo not given)
i	i	COc1ccc(Cl)cc1NC(=O)CN(C)C(=O)c1cc(-c2cccs2)nn1-c1ccccc1
i	i	COc1ccc(N2CCN(c3oc(COc4ccc(Cl)cc4)nc3C#N)CC2)cc1
i	i	CN(C)CCNC(=O)/C=C/c1cn(-c2ccccc2)nc1-c1cc2ccccc2oc1=O
i	i	CC(C)N1C(=O)CC2(CC[N+](C)(CCOC(=O)C(c3ccccc3)c3ccccc3)CC2)C1=O (stereo not given)
i	i	O=C(CCN1CCCCC1)c1ccc2c(c1)OCO2
i	i	O=C(Oc1ccc(Cl)c2cccnc12)N1CCOCC1
i	i	S=c1[nH]ncn2c1cc1oc3ccccc3c12
i	i	O=C1CCC/C1=c1\s/c(=C\c2cccnc2)c(=O)n1-c1ccccc1
i	i	O=C(NCCCN1CCOCC1)C(=O)NCC1OCCN1S(=O)(=O)c1ccc(Br)cc1 (stereo not given)
i	i	Cn1c(=O)[nH]c(=O)c2c1nc(N1CCNCC1)n2CCOc1ccccc1
i	i	CCOc1ccc(NS(=O)(=O)c2ccc(OCC(=O)NCc3ccncc3)cc2)cc1
i	i	OCC1CCCCN1C(=S)Nc1cccc(Cl)c1 (stereo not given)
i	i	COc1cc(CNCCCN2CCOCC2)cc(Br)c1OCC(=O)N1CCCCC1

# The last 6 compounds of the part above open the next one:
KCNQ2 inh	CHT inh	canonical_smiles
i	i	O=C1CCC/C1=c1\s/c(=C\c2cccnc2)c(=O)n1-c1ccccc1
i	i	O=C(NCCCN1CCOCC1)C(=O)NCC1OCCN1S(=O)(=O)c1ccc(Br)cc1 (stereo not given)
i	i	Cn1c(=O)[nH]c(=O)c2c1nc(N1CCNCC1)n2CCOc1ccccc1
i	i	CCOc1ccc(NS(=O)(=O)c2ccc(OCC(=O)NCc3ccncc3)cc2)cc1
i	i	OCC1CCCCN1C(=S)Nc1cccc(Cl)c1 (stereo not given)
i	i	COc1cc(CNCCCN2CCOCC2)cc(Br)c1OCC(=O)N1CCCCC1
i	i	COc1cccc(CN(C(=O)COc2ccc(C)cc2)C2CCS(=O)(=O)C2)c1 (stereo not given)
i	i	COC(=O)C1=C(CN2CCSCC2)NC(=O)NC1c1cc(C)ccc1C (stereo not given)
i	i	CN(CC(=O)Nc1ccc(Cl)c(Cl)c1)C(=O)CN1C(=O)NC2(CCCC2)C1=O
i	i	N#Cc1ccccc1NC(=O)c1cccc(COc2ccc(Cl)cc2Cl)c1
i	i	COc1c(C)cccc1C(=O)Nc1ccc(OCC(=O)N2CCOCC2)cc1C
i	i	CCCOc1ccc(C2NC(=O)CCC2[N+](=O)[O-])cc1 (stereo not given)
i	i	O=C(NCc1ccco1)c1cccs1
i	i	COC(=O)Cn1c(CN(Cc2ccccc2)Cc2ccccc2)nc2c1c(=O)[nH]c(=O)n2C
i	i	COc1ccc(/C=N/N=C2/NC(=O)C(CC(=O)NC(N)=O)S2)cc1 (stereo not given)
i	i	COc1ccc(C(C)=O)cc1CSc1nnc(C)n1-c1ccccc1
i	-9.6*	CCCCn1c(CN2CCN(c3ccccc3)CC2)nc2c1c(=O)n(C)c(=O)n2C
i	i	COc1ccc(C(CCNCc2ccc(OC(C)C)cc2)C(C)C)cc1 (stereo not given)
i	i	CCOc1cc2[nH]c(=S)n(CC3CCCN3CC)c(=O)c2cc1OCC (stereo not given)
i	i	O=C(C1CCCN(S(=O)(=O)c2ccc(Br)cc2)C1)N1CCOCC1 (stereo not given)
i	i	O=C(CN1C(=O)S/C(=C\c2ccc(C(=O)O)cc2)C1=O)Nc1ccccc1
i	i	CCOC(=O)c1ccc(-c2ccc(/C=N/NC(=O)Cc3nnc(N)s3)o2)cc1
i	i	O=C(Nc1ccnn1C1CCN(Cc2ccn[nH]2)CC1)c1ccccc1
i	i	O=C(N/N=C/c1cccs1)C(O)c1ccccc1 (stereo not given)
i	i	Clc1ccc(NC2=NCCC2)cc1Cl
i	i	C=CCn1c(=S)[nH]c2cc(-c3ccccc3)sc2c1=O
i	i	COC(=O)c1[nH]c2cccc(OC)c2c1NC(=O)C(C)N1CCC(C)CC1 (stereo not given)
i	i	COc1cccc(C2CC(c3ccccc3)Nc3nc(N)nn32)c1 (stereo not given)
i	i	Cc1ccc(C(=O)NCCCNC(=O)c2ccc(Cl)cc2)cn1
i	i	COc1ccccc1OCC(=O)Nc1nc2c(s1)CCCC2
i	i	CCOC(=O)C1CCN(c2c(NCCN3CCCCC3C)c(=O)c2=O)CC1 (stereo not given)
i	i	COc1ccccc1NC(=O)C[n+]1ccccc1C
i	i	Cc1cc(=O)oc2c1ccc1ccccc12
i	i	COc1ccc(N2CCN(C(=O)COC(=O)c3cc(S(=O)(=O)N(C)C)ccc3N3CCCC3)CC2)cc1
i	i	Cc1ccccc1C(=O)NC(NC(=O)c1ccccc1C)c1cccc([N+](=O)[O-])c1
i	i	O=C(NCc1n[nH]c(=S)n1-c1ccc(F)cc1)c1ccc(S(=O)(=O)N2CCOCC2)cc1
i	i	O=C(Nc1ncc2c(n1)-c1ccccc1OC2)c1cccc([N+](=O)[O-])c1
i	i	O=C1N/C(=N/Nc2ccccc2)S/C1=C\c1ccccc1
i	i	CC(=O)NS(=O)(=O)c1ccc2sc(C)nc2c1
i	i	Cc1c(N2C(=O)CSC2c2ccccc2)c(=O)n(-c2ccccc2)n1C (stereo not given)
i	i	CCn1c(SCC(=O)N2CCN(c3ccccc3)CC2)nc2c(c1=O)SC(C)C2 (stereo not given)
i	i	CCOC(=O)N1CCN(C(=S)NC)CC1
i	i	COc1ccc(C(=O)COc2nc(C)cc(C)c2C#N)cc1
i	i	O=C(CCNS(=O)(=O)c1cccs1)N1CCN(c2ccc(F)cc2)CC1
i	i	c1ccc(CCNCC2COc3ccccc3O2)cc1 (stereo not given)
i	i	CCN1CCN(CCCNC(=O)c2ccc3c(=O)n(CCc4ccccc4)c(=O)[nH]c3c2)CC1
i	i	CC(=O)c1cc(C#N)c(Oc2cc(C)cc(C)c2)nc1C
